# M4 ag: human M4 muscarinic receptor agonists, primary screen, CHO-K1 cells, Fluo-8 calcium fluorescence; Muscarinic acetylcholine receptor M4 (Homo sapiens), P08173; CHO-K1 hM4/Gqi5; vehicle 0%, full acetylcholine response 100%; 360,000 compounds, 0.14% hits; AID 624127, 2012; activation, % at 3 µM;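 active = activation above the run mean over all test wells plus 3 SD, cut at about 32% in these data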;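 note: peak over basal fluorescence ratio per well then scaled between controls; 0% = DMSO wells and 100% = acetylcholine at EC100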
# Target sequence (P08173 whole entry, looked up): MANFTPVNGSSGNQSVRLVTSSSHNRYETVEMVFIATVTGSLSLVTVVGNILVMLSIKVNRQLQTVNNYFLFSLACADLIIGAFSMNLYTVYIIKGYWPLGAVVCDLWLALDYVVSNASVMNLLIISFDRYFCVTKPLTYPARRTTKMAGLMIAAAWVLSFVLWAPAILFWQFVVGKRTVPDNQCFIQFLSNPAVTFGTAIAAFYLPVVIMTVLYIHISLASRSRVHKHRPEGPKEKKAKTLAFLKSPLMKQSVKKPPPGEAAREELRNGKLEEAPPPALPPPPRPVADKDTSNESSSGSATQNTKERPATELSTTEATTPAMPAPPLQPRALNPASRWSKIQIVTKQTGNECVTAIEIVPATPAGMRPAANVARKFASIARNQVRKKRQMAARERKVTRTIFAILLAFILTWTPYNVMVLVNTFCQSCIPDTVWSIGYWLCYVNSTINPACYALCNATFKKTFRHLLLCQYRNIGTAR
# M5 antag: human M5 muscarinic receptor antagonists, primary screen, CHO cells, Fluo-8 calcium fluorescence; Muscarinic acetylcholine receptor M5 (Homo sapiens), P08912; CHO-hM5 cells, ACh EC80; inhibition, % at 3 µM; 360,000 compounds, 0.59% hits; AID 624040, 2012;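 active = inhibition above a per-plate cutoff, the mean of that plate's test compounds plus 3 SD, cut at about 27% in these data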;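 note: 0% = acetylcholine EC80 with DMSO and 100% = DMSO without agonist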
# M1 ag: human M1 muscarinic receptor agonists, primary screen, Fluo-8 calcium fluorescence, CHO-K1 cells, HTS | AID 588814, 2011 | Muscarinic acetylcholine receptor M1 (Homo sapiens), P11229 | activation, % at 3 µM | CHO-K1 hM1, agonist mode; 0% DMSO, 100% acetylcholine EC100 | 360,000 compounds, 0.33% hits;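 active = activation above the run's mean compound activation plus 3 SD, cut at about 16% in these data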;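 note: peak over basal fluorescence ratio within a 140 s kinetic read after compound addition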
# Target sequence (P11229 whole entry, looked up): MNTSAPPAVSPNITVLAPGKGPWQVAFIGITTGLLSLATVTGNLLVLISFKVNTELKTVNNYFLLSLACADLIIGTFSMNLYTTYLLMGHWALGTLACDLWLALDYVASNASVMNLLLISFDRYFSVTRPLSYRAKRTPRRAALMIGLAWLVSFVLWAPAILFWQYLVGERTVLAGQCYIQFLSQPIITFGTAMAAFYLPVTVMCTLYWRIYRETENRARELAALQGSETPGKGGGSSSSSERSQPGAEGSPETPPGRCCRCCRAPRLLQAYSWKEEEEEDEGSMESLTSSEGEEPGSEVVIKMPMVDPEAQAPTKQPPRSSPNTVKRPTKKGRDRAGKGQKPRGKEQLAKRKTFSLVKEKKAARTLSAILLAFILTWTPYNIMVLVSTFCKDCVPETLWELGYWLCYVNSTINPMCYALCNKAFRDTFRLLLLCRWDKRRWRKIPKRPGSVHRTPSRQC
# CHRM1 PAM: human M1 muscarinic receptor positive allosteric modulators, primary screen, CHO-K1 cells, Fluo-8 calcium fluorescence, 1536-well; activation, % at 3 µM; 360,000 compounds, 0.088% hits; CHO-K1 hM1, ACh EC20; 0% = ACh EC20, 100% = maximal ACh; in the data active = activation above about 19%, passing the limit was not always enough
# TAAR1 agonist: human TAAR1 agonists, primary screen, Fluo-8 calcium fluorescence, CHO RD-HGA16 cells | Trace amine-associated receptor 1 (Homo sapiens), Q96RJ0 | vehicle wells 0%, saturating PEA agonist 100% | activation, % at 3 µM | 360,000 compounds, 0.99% hits | AID 624467, 2012;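 active = activation above the mean activation of all test compounds in the run plus 3 SD, cut at about 38% in these data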
#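 System: CHO-derived RD-HGA16 cells with stable Gα16 and human TAAR1. Times: 17-24 h plating, Fluo-8 75 min 37 °C, 30 min RT. Measured by: calcium-sensitive Fluo-8 signal, excitation 470-495, emission 515-575 nm. Read-out basis: % activation relative to PEA EC100 response. Control set: DMSO and PEA EC100. Repeats: no replicates (n 1).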
# M5 ag: human M5 muscarinic receptor agonists, primary screen, CHO-K1 cells, Fluo-8 calcium fluorescence. activation, % at 3 µM. Muscarinic acetylcholine receptor M5 (Homo sapiens), P08912. 360,000 compounds, 0.19% hits. CHO-K1 hM5 cells; 0% DMSO wells, 100% maximal acetylcholine response;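 active = activation above the run's mean over test compounds plus 3 SD, cut at about 23% in these data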;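 note: signal is peak over basal fluorescence ratio across the kinetic read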
# CHRM4 antagonist: human M4 muscarinic receptor antagonists, primary screen, CHO cells, Fluo-8 calcium fluorescence. CHO-hM4 cells, ACh EC80. inhibition, % at 3 µM. 360,000 compounds, 0.73% hits;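 active = inhibition above its plate's cutoff, the mean inhibition of sample wells plus 3 SD, cut at about 27% in these data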;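 note: 0% = acetylcholine EC80 with DMSO and 100% = DMSO without agonist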
# M5 PAM: human M5 muscarinic receptor positive allosteric modulators, primary screen, CHO-K1 cells, Fluo-8 calcium fluorescence | CHO-K1 hM5, ACh EC20 PAM; 0% = ACh EC20, 100% = ACh EC100 | activation, % at 3 µM | 360,000 compounds, 0.3% hits | AID 624038, 2012;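 active = activation above the run cutoff, the mean activation of all test compounds plus 3 SD, cut at about 18% in these data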
#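 System: CHO-K1 cell line with stable human muscarinic M5 receptor expression | Also added: EC20 acetylcholine as agonist stimulus | Compound: One concentration, 3 µM final (nominal) | Timing: Fluo-8 loading 80 min at 37 °C plus 30 min room temperature | Measured by: Fluo-8 calcium dye fluorescence, kinetic read | Read-out basis: % activation, ACh-normalized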
# CHRM1 antagonist: human M1 muscarinic receptor antagonists, primary screen, CHO-K1 cells, Fluo-8 calcium fluorescence, 1536-well; inhibition, % at 3 µM; CHO-K1 hM1, ACh EC80 antagonist; AID 588852, 2011; Muscarinic acetylcholine receptor M1 (Homo sapiens), P11229; 360,000 compounds, 1.3% hits;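 active = percent inhibition above its own plate's cutoff, namely the mean of that plate's compound wells plus 3 SD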;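 note: peak over basal fluorescence ratio during 140 s after agonist addition; 0% = ACh EC80 plus DMSO and 100% = DMSO alone without agonist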
# * = called active by the depositor; . = no result given. These rows are one share of the data; rates above refer to the full screens.
SMILES,M4 ag,M5 antag,M1 ag,CHRM1 PAM,TAAR1 agonist,M5 ag,CHRM4 antagonist,M5 PAM,CHRM1 antagonist
COc1ccc(C2C(C(=O)c3ccc(C)o3)=C(O)C(=O)N2CC2CCCO2)cc1OC (stereo unspecified),0.5,-3.4,-2.7,6.2,0.8,-4.7,7.6,0.5,-5.5
O=C(/C=C/c1ccccc1)NC(=S)Nc1ccc(N2CCOCC2)c(Cl)c1,0.9,-0.7,-4.0,5.8,4.6,-1.7,7.8,0.8,7.0
CC(CC(=O)Nc1ccc2c(c1)c(=O)n(C)n2Cc1ccc(Cl)cc1)C(F)(F)F (stereo unspecified),5.6,-0.3,-3.2,-6.2,4.8,0.2,-0.1,-3.0,-8.9
COc1cccc(C(c2sc3nc(C)nn3c2O)N2CCN(c3ccccc3F)CC2)c1 (stereo unspecified),3.2,4.2,-1.0,5.5,.,2.4,0.1,-3.3,-10.6
COc1ccc(S(=O)(=O)N2CCC(C(=O)NCCCc3ccccc3)CC2)cc1,3.6,14.5,-3.9,-2.6,2.2,-6.3,0.6,-3.7,5.5
O=C(Cc1c(F)c(F)c(F)c(F)c1F)OC12CC3CC(C1)C(=O)C(C3)C2,0.6,-2.0,-2.6,3.9,24.6,-2.2,-9.7,-5.5,-3.9
Cc1ccc(NC(=O)CN2C(=O)c3ccccc3C2=O)nc1,1.2,9.7,-9.3,4.4,1.2,-2.6,-7.3,-0.1,-2.6
COCC(=O)Nc1ccccc1Br,0.6,-0.3,-4.6,-2.1,5.6,-1.7,2.3,3.1,0.3
CCCc1cc(=O)[nH]c(SCC(=O)N(C)CC(=O)Nc2ccccc2CC)n1,0.8,-1.8,-1.2,8.1,11.4,-1.7,-2.4,-3.2,-15.4
COc1cc(F)c(S(=O)(=O)N2CCOc3ccccc32)cc1OC,2.5,13.3,-1.2,9.0,0.8,-3.8,-2.9,-3.7,-14.1
CN(CC(=O)Nc1cccc(F)c1)C(=O)CCCc1c[nH]c2ccccc12,8.4,11.3,0.0,0.3,5.8,6.2,-2.8,4.2,0.1
Cc1noc(/C=C/Nc2ccc(F)cc2F)c1[N+](=O)[O-],0.7,-12.5,-6.0,9.9,7.9,1.9,7.9,-4.0,-7.7
COc1ccc(NC(=O)N(C)C[C@@H]2OCc3cn(nn3)CCCC(=O)N([C@H](C)CO)C[C@H]2C)cc1,0.3,1.9,-4.9,-1.4,5.7,1.6,-1.2,-0.5,5.6
CC(C)(C)Sc1ccc(N)nc1,0.3,-2.1,-2.9,-3.8,4.4,-5.2,-2.1,2.3,15.0
COc1cccc(NC(=O)CN2C(=O)COc3ccc(S(=O)(=O)N4CCCCCC4)cc32)c1,2.9,-8.1,-3.7,-2.3,1.3,-3.9,-4.6,-3.5,-2.5
O=C(Nc1ccc2c(c1)OCCO2)C1CCN(C(=O)c2ccc(F)cc2)CC1,0.2,13.8,-5.5,4.0,1.2,-0.1,-1.2,-7.2,-3.9
Cc1ccc(NC(=O)CSc2nc3ccccc3c(=O)n2CCCN2CCCCC2)cc1Cl,5.1,11.2,-7.1,0.8,17.4,-12.7,-1.4,1.6,0.1
CC(=O)NC(=S)NNC(=O)CCc1ccccc1,0.6,-3.8,2.2,11.2,2.7,-0.8,4.3,5.0,-11.8
C=C(C)c1cccc(C(C)(C)NC(=O)NCC2CCCO2)c1 (stereo unspecified),0.0,2.4,-2.4,3.7,-0.2,-0.9,-2.8,8.2,-26.6
CC(=O)Nc1ccc(CNc2nc(NCc3cccs3)nc3ccsc23)cc1,31.5,-4.0,0.4,-10.1,35.9,3.1,-6.7,-9.9,2.1
O=C(CCCn1c(=O)c2ccccc2n(CC(=O)N2CCN(c3ccccc3)CC2)c1=O)NCc1ccco1,2.8,12.3,-1.9,9.8,0.3,-2.9,-7.5,-8.4,-13.6
Cc1nn(C)c(C)c1NC(=O)COc1ccccc1C#N,1.1,0.2,-2.9,6.9,5.9,-0.3,9.4,-4.9,-6.7
CCOC(=O)C1=C(c2ccccc2)NC(SCC(N)=O)=C(C#N)C1c1cccnc1 (stereo unspecified),-1.3,-0.7,-2.9,-3.8,8.4,0.0,2.9,0.6,2.9
O=C(CNCC1CCCO1)N1CCN(S(=O)(=O)c2ccc3ccccc3c2)CC1 (stereo unspecified),1.3,5.7,-7.3,7.5,-0.9,-11.1,4.2,-7.0,-10.3
Cc1ccccc1S(=O)(=O)NC(=O)C1(C)CCN1C(=O)C1CCCCC1 (stereo unspecified),1.2,-2.4,-1.9,10.7,1.1,-0.3,-18.1,-2.3,-16.4
O=C(CN1C(=O)NC2(CCCC2)C1=O)NCCc1ccc(F)cc1,4.1,0.4,-2.9,7.6,2.4,-0.9,-3.8,4.8,-11.3
Cn1c(=O)[nH]c(=O)c2c1nc(Br)n2Cc1ccccc1Cl,3.5,3.7,0.0,5.3,5.2,-1.2,-0.9,3.5,-32.5
Cn1c(CNc2ccc(Cl)cc2)nnc1SCCN1CCCCC1,-0.1,-0.6,-5.6,-9.2,0.6,-7.8,-2.8,-2.0,5.2
Cc1cccc(C)c1NC(=O)CSc1nnc(Cc2ccccc2)o1,0.9,3.2,-2.5,8.4,11.8,-2.6,-5.5,-6.8,-8.8
CCOC(=O)c1ccccc1Nc1cn(C(C)=O)c2ccccc12,-0.2,7.2,-3.3,6.0,15.1,-3.5,-4.3,4.3,-12.4
O=[N+]([O-])c1cccc(-c2ccc(SCc3ccccn3)nn2)c1,5.1,4.2,-7.2,2.0,3.0,-8.2,-17.0,-2.6,1.1
CC1CCN(C(=O)C2CCC(=O)N(Cc3ccc(Cl)cc3)C2)CC1 (stereo unspecified),2.5,1.7,-6.0,-7.0,0.7,-1.9,2.2,-2.7,6.9
C[C@@H]1C=C(C(=O)NCc2nc3ccccc3[nH]2)O[C@H](OCCCCO)C1,1.9,10.1,-4.6,-1.8,18.2,2.2,12.9,2.4,0.2
COC(=O)CC(c1ccccc1F)N1Cc2ccccc2C1=O (stereo unspecified),0.6,0.0,-3.1,10.5,0.7,-3.1,-8.3,1.9,-13.6
O=C(/C=C/c1ccc(Cl)cc1)N1CCN(c2ccccn2)CC1,1.3,5.1,-5.8,9.5,1.4,-0.1,-7.3,0.9,-3.2
O=C1N(c2ccccc2)C2CS(=O)(=O)CC2N1c1ccc(Br)cc1 (stereo unspecified),1.5,-1.9,-2.4,9.6,10.3,-0.6,-2.9,-3.1,-6.2
CC1(C(=O)Nc2ccc(Cl)cc2)Cc2c(-c3cccc(C(N)=O)c3)ccnc2O1 (stereo unspecified),2.5,-10.1,-1.1,-4.6,1.1,1.5,-12.9,-2.3,1.0
CCOC(=O)C1CCN(Cc2cnc(Oc3ccc(OC)cc3)s2)CC1,0.7,12.2,-7.0,-2.9,4.3,-3.1,-0.5,-1.6,1.9
COc1ccc([N+](=O)[O-])cc1NC(=O)Cc1ccc(C)cc1,0.4,9.7,-8.3,7.3,7.4,-2.1,3.3,-5.8,-14.0
CCC(C)C(=O)Nc1nc(C)c(-c2csc(Nc3ccccc3OC)n2)s1 (stereo unspecified),0.7,6.6,-6.6,1.2,0.0,-7.7,13.1,-2.4,4.7

# Profiles, looked up by structure. Order of values: M4 ag, M5 antag, M1 ag, CHRM1 PAM, TAAR1 agonist, M5 ag, CHRM4 antagonist, M5 PAM, CHRM1 antagonist
# Profile of CCOC(=O)C1CCN(Cc2cnc(Oc3ccc(OC)cc3)s2)CC1 → 0.7, 12.2, -7.0, -2.9, 4.3, -3.1, -0.5, -1.6, 1.9
# Profile of Cc1nn(C)c(C)c1NC(=O)COc1ccccc1C#N → 1.1, 0.2, -2.9, 6.9, 5.9, -0.3, 9.4, -4.9, -6.7
# Profile of O=C1N(c2ccccc2)C2CS(=O)(=O)CC2N1c1ccc(Br)cc1 (stereo unspecified) → 1.5, -1.9, -2.4, 9.6, 10.3, -0.6, -2.9, -3.1, -6.2
# Profile of Cc1ccccc1S(=O)(=O)NC(=O)C1(C)CCN1C(=O)C1CCCCC1 (stereo unspecified) → 1.2, -2.4, -1.9, 10.7, 1.1, -0.3, -18.1, -2.3, -16.4

# Next section.
SMILES,M4 ag,M5 antag,M1 ag,CHRM1 PAM,TAAR1 agonist,M5 ag,CHRM4 antagonist,M5 PAM,CHRM1 antagonist
O=[N+]([O-])c1ccc(NCCCNS(=O)(=O)c2ccccc2)c(Cl)c1,9.2,8.7,-7.6,-2.8,2.8,-0.3,-4.9,-12.7,0.7
Cc1c(OCC(=O)N(C)C)ccc2c3c(c(=O)oc12)CCCCC3,3.1,3.5,-9.2,-12.8,1.2,-2.0,-1.6,-1.1,12.5
Cc1ccc2nc(SCC(=O)Nc3ccc(F)cc3F)nc(=O)n2c1,1.1,2.0,-2.5,6.7,1.0,-1.2,0.8,2.0,-3.3
O=C(COC(=O)COc1cccc(Br)c1)Nc1ccc(F)cc1F,2.6,0.0,-2.8,-0.2,0.8,1.2,3.1,3.0,-1.6
COc1ccc(N(CC(=O)NCc2ccco2)S(=O)(=O)c2ccc(C)cc2)cc1,1.5,-3.2,-7.6,7.7,.,-1.6,-18.1,-1.5,-11.1
S=c1[nH]nc(/C=C/c2ccccc2)o1,1.0,-4.0,-1.7,6.9,1.9,0.2,3.6,4.6,-3.2
CCNC(=O)N1c2ccc(OC)cc2C(C)=CC1(C)C,0.8,-2.6,-3.7,3.7,0.0,-1.3,2.0,1.7,-1.5
O=C(CCC1CCCC1)NNC(=O)c1ccccc1O,0.6,-1.5,-0.8,6.3,2.6,-0.8,0.5,2.9,-2.4
CN(CC1COc2ccccc2O1)C(=O)CSc1nncs1 (stereo unspecified),2.3,7.6,-1.6,1.9,0.6,-0.9,-10.0,7.1,-2.6
O=C(C1CCN(S(=O)(=O)c2cccs2)CC1)N(c1ccccn1)C1CCCCC1,-0.4,2.9,-6.9,4.1,5.3,9.5,2.3,4.8,-0.1
O=C(CSc1ccc2nnc(CCNC(=O)c3ccccc3)n2n1)NCCc1ccccc1,1.6,-2.9,-2.6,-4.7,1.4,-0.3,-3.5,3.0,-8.9
CCN(CC)C(=O)C1=C(C)N(Cc2ccc(OC)cc2)C(=O)C(CC(=O)NCC2CCCCC2)C1 (stereo unspecified),-0.5,5.7,-6.6,-1.4,0.4,-2.3,-10.5,-1.9,-1.7
CC(=O)[C@@]1(O)C(C)CC2C3C=C(C)C4=Cc5c(cnn5-c5ccccc5)C[C@]4(C)C3C(O)C[C@@]21C (stereo partly specified),1.2,-6.8,-0.8,4.3,-0.9,-0.9,-12.4,-2.2,-0.5
CCc1cc2cc(OC)ccc2nc1SCC(=O)NNC(=O)c1ccco1,0.1,6.5,-8.1,3.5,1.4,-3.3,1.9,-4.5,-3.6

# Screens: PubChem BioAssay, The Scripps Research Institute Molecular Screening Center
